High-throughput results: PubChem, National Center for Advancing Translational Sciences (NCATS)
p53ts 39C kill – p53ts cell cytotoxicity, nonpermissive temperature. 130,000 tested, 1.5% active. Potency, µM (highest dose often 46.1 µM), for the others: top-dose activity change, negative = cell killing, most hits filed as cytotoxic. H1299-p53A138V viability at 39C, ATP luminescence, 24 h; note: nearly all actives have a fitted effect of over 55% in size
IkB sig inh – suppresses IkB signaling in ABC-DLBCL reporter cells; ABC-DLBCL IkBa-CBG/CBR dual luciferase ratio, 4 h; response scale: scaled: untreated 0%, proteasome inhibitor 100%; 110,000 tested, 0.04% active; Potency, µM (doses to about 57.1 µM), without a hit: at the top dose IkBa stabilization activation; active = well fitted curve in the direction sought with a large enough effect in the signal ratio, not every such curve was filed as active; inconclusive = small, poorly fitted or top-dose-only effect, or a change in a side signal; the % refers to the signal ratio;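 note: the direction sought is a rising ratio; 0% = basal untreated cells and 100% = reference inhibitor full response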
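In this assay, an IκBα–CBG68 fusion accumulates when IKK-driven degradation is blocked; native CBR normalizes for cell number. OCI-Ly3 cells were treated 4 h with compound and doxycycline, then green and red light read after Chroma-Glo addition.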
p53ts 32C kill – kills p53ts cells at the permissive temperature | H1299-p53A138V at 32C, ATP luminescence viability, 24 h | Potency, µM (top dose mostly 46.1 µM), for the others: at the top dose activity change, negative = cytotoxicity, most hits filed as cytotoxic | 130,000 tested, 0.93% active | AID 924;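 note: 0% = DMSO and -100% = full killing by reference compound; nearly all actives have a fitted effect of over 55% in size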
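Viability by ATPlite luminescence after 24 h compound treatment (up to 46 uM) at the permissive 32C. Cells are H1299 carrying p53 A138V. Scale runs from DMSO basal to 100 uM tamoxifen as full kill; AC50 from Hill fits.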
Peg3 imprint – inducers of genomic imprint erasure in mouse ES cells. 110,000 tested, 0.02% active. mouse ES Peg3-LacZ reporter, beta-gal luminescence, 40 h. Potency, µM (top dose mostly 60.7 µM), for inactives: top-dose activity change, positive = activation, actives largely listed as activators;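 note: 0% = negative control wells on the plate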
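Imprint erasure is scored as LacZ activity from the silenced maternal Peg3 allele in feeder-free female ES cells cultured 40 h with LIF. Luminescence is normalized to in-plate negative controls and fitted to the Hill equation.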
* = called active by the depositor; ? = inconclusive; nt = no result given; & = joins results of further samples; [ ] = dose if it differs, or a comment. Unless noted, calls come from the whole dose curve; as a rule, active = well fitted curve in the direction sought with a large enough effect; inconclusive = small, poorly fitted or top-dose-only effect, or another doubt; inactive = no such curve, though single readings can be large; an effect the other way counts as inactive or inconclusive. Unless noted, % is set by controls: 0 for no effect and ±100 for the full control effect; potency is the fitted concentration of half-maximal effect.

The line under a structure holds: p53ts 39C kill | IkB sig inh | p53ts 32C kill | Peg3 imprint
(1) COc1cccc(-n2c(=O)c3c(C)c(C(=O)N(C)C)sc3n(Cc3ccc(F)cc3Cl)c2=O)c1
  1% | -5.5% | 7% | -12%[10.9 µM]
(2) CCC(C)(C)C(=O)O
  0% | -0.2% | 6%[1.84 µM] | -7%
(3) COc1ccccc1-c1cncnc1NCCNC(C)=O
  -8% | -0.4%[11.4 µM] | 23% | ?
(4) CCCCC(=O)Nc1nnc(SCC(=O)N2CCN(c3ccccc3OC)CC2)s1
  0% | -0.3% | -2% | 11%
(5) Cc1nc2sc3c(c2c2nnc(SCC(=O)NCc4ccco4)n12)CCCC3
  0% | ? | -1% | -4%
(6) Cc1cccc2cc(C(c3nnnn3CC3CCCO3)N3CCCC4(CCCCC4)C3)c(=O)[nH]c12 (configuration not stated)
  1% | 1.4% | 12% | 1%
(7) Cc1ccccc1-c1ncnn1-c1sc2c(c1C#N)CCCCC2
  13µM* | ? | ? | -15%[10.9 µM]
(8) COc1cccc(CSc2nnc(-c3ccc(F)cc3)o2)c1
  -9% | 1.2% | -3% | -16%
(9) Cc1ccc(-n2ncc3c(=O)n(CC(=O)Nc4cccc(Cl)c4)cnc32)cc1C
  -4% | -0.5% | 22% | -7%
(10) Cc1nn(-c2ccccc2)c(C)c1C(=O)OCC(=O)c1c(N)n(CC(C)C)c(=O)n(C)c1=O
  2% | ? | 5% | -12%
(11) O=C(Nc1cc(Cl)ccc1O)c1cc2n(n1)C(C(F)(F)F)CC(c1ccc3c(c1)OCO3)N2 (configuration not stated)
  -16% | 7.7% | -20% | -14%
(12) Cc1ccc(C(=O)c2cc3c(cc2N)OCCO3)cc1
  -10% | 2.1% | 2% | -19%
(13) CC(C)OCCCNC(=O)c1ccc(CSc2nc3cccnc3n2Cc2ccccc2)cc1
  -18% | ? | 9% | -20%[10.9 µM]
(14) NC(=O)C1CCN(C(=O)c2cc3ccccn3n2)CC1
  -3% | -0.9% | -12% | -4%
(15) CN(C)c1ccc(-c2ccc3ncnc(NCc4ccccc4)c3c2)cc1
  0% | 1.4%[11.4 µM] | -6% | -24%
(16) Cc1cccc(CSc2nc3ccncc3n2Cc2ccc(C(=O)O)cc2)c1
  -20% | 0.4% | -15% | -11%[10.9 µM]
(17) COc1ccc(Nc2ncc(C(=O)Nc3cccc(Cl)c3)c3ccccc23)cc1
  10% | ? | -2% | -8%[10.9 µM]
(18) CNC1=C(Cl)C(=O)c2ccncc2C1=O
  4µM* | nt | 1.6µM* | -80%[inhibitor]
(19) COc1cccc(CN2CCN(c3ncccn3)CC2)c1
  4% | 0.9% | -3% | -2%
(20) Cc1ccc(NC(=O)c2oc3ccc(S(=O)(=O)N4CCCCC4)cc3c2C)cc1C
  31%[activator] | ? | -1% | -10%[10.9 µM]
(21) COc1cc2c(cc1OC)CN(C(=O)CSc1nc3[nH]ncc3c(=O)n1-c1ccccc1)CC2
  11% | -2.1% | 2% | -2%
(22) CCOC(=O)N1CCC(NC(=O)c2cnn(-c3ccc(C)cc3)c2-n2cccc2)CC1
  22% | -0.6% | 0% | 8%[10.9 µM]
(23) CCCC(=O)Nc1ccc(Cl)c(NC(=O)c2ccco2)c1
  6% | -1.0% | 1% | 11%
(24) Cc1cc(NC(=O)CCN2C(=O)C3C4CCC(C4)C3C2=O)cc(C)c1Br (configuration not stated)
  -1% | nt | -19% | nt
(25) Cc1occc1-c1nnc(SCC(=O)NCc2ccc3c(c2)OCO3)n1CC(C)C
  14% | 0.1% | -1% | 2%
(26) CNc1ccccc1
  1% | -0.5% | 9%[1.84 µM] | -2%
(27) Cc1ccc(C)c(NC(=O)C2CCCN2C(=O)OC(C)(C)C)c1 (configuration not stated)
  8% | 0.1% | -7% | nt
(28) CCN1CCCC1CNC(=O)c1cc(NC(C)=O)c(N(C)C)cc1OC (configuration not stated)
  -7% | -0.8% | -1% | -22%
(29) CC(C)C1CC(O)(C2(O)CCCCC2)ON1 (configuration not stated)
  -5% | 2.0% | -1% | -8%
(30) COc1ccc(C2C(C(C)=O)=C(O)C(=O)N2CCO)c(OC)c1 (configuration not stated)
  14% | -0.2% | -4% | nt
(31) COc1cc(CNC2CCCCCC2)cc(OC)c1OC
  -5% | 1.0% | -7% | -19%
(32) CN(C)CCCNS(=O)(=O)c1cc(Cl)ccc1Cl
  -7% | -2.4% | -8% | -1%
(33) O=C(NCCCN1CCCC1)C1CCN(C(=O)c2cc3sccc3n2Cc2ccc(F)cc2)CC1
  -11% | 1.9% | 8% | -39%[inhibitor]
(34) Cc1oc(-c2ccc(Cl)cc2)nc1CN1CCC(C(=O)NCCCN2CCCC2=O)CC1
  -4% | 0.5% | 0% | -13%
(35) Cc1ccc2c(c1)c1c(c(=O)n(Cc3ccccc3)c(=O)n1Cc1ccccc1F)n2C
  -21% | 0.4% | 10% | -6%[10.9 µM]
(36) O=C(NC1CCN(Cc2ccccc2)CC1)c1ccccc1F
  3% | 0.4% | 5% | -9%
(37) COc1ccc(-c2cc(C(F)(F)F)nc(SCC(=O)N3CCCCC3)n2)cc1OC
  -4% | 0.2% | 1% | -8%[10.9 µM]
(38) O=C(Cn1nc(-c2ccccc2)nc1-c1ccccc1)N1CCOCC1
  7% | 3.7% | 2% | 2%
(39) COc1cc2c(cc1C(F)(F)F)N(C(=O)Nc1cc(F)cc(-c3cccnc3)c1)CC2
  ? | ? | ? | -34%&-24%[inhibitor]
(40) CN(C)S(=O)(=O)N(CCN1CCOCC1)Cc1ccccc1F
  0% | -2.4% | -2% | -9%

Of the compounds above, these have a CF3 group.
The line under a structure holds: p53ts 39C kill | IkB sig inh | p53ts 32C kill | Peg3 imprint
(11) O=C(Nc1cc(Cl)ccc1O)c1cc2n(n1)C(C(F)(F)F)CC(c1ccc3c(c1)OCO3)N2 (configuration not stated)
  -16% | 7.7% | -20% | -14%
(37) COc1ccc(-c2cc(C(F)(F)F)nc(SCC(=O)N3CCCCC3)n2)cc1OC
  -4% | 0.2% | 1% | -8%[10.9 µM]
(39) COc1cc2c(cc1C(F)(F)F)N(C(=O)Nc1cc(F)cc(-c3cccnc3)c1)CC2
  ? | ? | ? | -34%&-24%[inhibitor]

Carrying on:
The line under a structure holds: p53ts 39C kill | IkB sig inh | p53ts 32C kill | Peg3 imprint
(41) COc1ccccc1N1C(=O)C2C3C=CC(C3)C2C1=O (configuration not stated)
  2% | 2.3% | 1% | nt
(42) C/C(N)=C(/C#N)C(=O)COc1ncnc2ccc(Br)cc12
  -5% | 0.3% | -4% | -6%
(43) CSc1nc(NCC(C)C)nc(N2CCOCC2)n1
  12% | -1.0% | -7% | 0%
(44) N/N=C1/c2ccccc2N[C@H]1OC(=O)Nc1cccc(Cl)c1
  -6%[9.22 µM] | 0.1%[11.4 µM] | -4%[9.22 µM] | -9%[10.9 µM]
(45) COc1ccccc1N1CCN(CCCNC(=O)c2nnc(Cc3ccc(F)cc3Cl)o2)CC1
  -6% | 2.6% | -1% | -18%[10.9 µM]
(46) CC(C)C(NC(=O)C1CCCCC1)C(=O)NCc1ccccn1 (configuration not stated)
  -8% | -0.1% | 13% | -5%
(47) COc1ccc(Nc2ncc3nc(-c4cccs4)c(=O)n(Cc4cccc(OC)c4)c3n2)cc1
  -7% | 1.6%[11.4 µM] | -8% | -2%
(48) COc1ccc2[nH]c(=O)c(C(c3nnnn3CC3CCCO3)N3CCc4ccccc4C3)cc2c1 (configuration not stated)
  -12% | 0.6% | 6% | -1%
(49) COc1ccccc1C1C2=C(N=C3SCC(=O)N31)c1ccccc1CC2 (configuration not stated)
  -1% | -0.2% | 5% | -17%
(50) O=C1CC(c2ccsc2)c2cc3c(cc2N1)OCCO3 (configuration not stated)
  8% | -2.3% | 3% | -25%
(51) CC1(C)CC(=O)c2cc(-c3nc(-c4ccc(Cl)cc4)cs3)c(=O)n(-c3ccc(Cl)cc3)c2C1
  6% | 2.1% | 8% | -3%[10.9 µM]
(52) COc1cccc(OCCOCCNCCO)c1
  -7% | nt | -5% | nt
(53) CC1C(=O)CCCCCCCCCC2C1(N1CCOCC1)CS2(=O)=O (configuration not stated)
  6% | nt | 1% | nt
(54) CCc1cc2cc(C)ccc2nc1SCC(=O)N1CCN(C(=O)c2ccco2)CC1
  25% | ? | 28% | -6%
(55) COCCNc1ncnc2onc(-c3ccc(F)cc3)c12
  -2% | -1.1% | 3% | -7%[10.9 µM]
(56) O=C(CSc1nc(-c2cccs2)nc2cc(=O)[nH]n12)Nc1ccccc1
  -4% | -0.2% | 13% | 16%[10.9 µM]
(57) O=S(=O)(c1ccc(F)cc1)N1CCC(Oc2ccc(-n3cnnn3)cc2)CC1
  -5% | 1.3% | -2% | -3%[10.9 µM]
(58) COc1ccc(C)cc1NC(=O)Cn1c(=O)cc(C)c2c(C)nn(C)c21
  -17% | ? | -4% | -22%[10.9 µM]
(59) CN=CC1=C(O)CC(C)(C)CC1=O
  3% | 0.9% | -5% | 1%
(60) Cc1ccc(NC(=O)c2ccc(=O)n(CC(=O)Nc3cc(C)cc(C)c3)n2)cc1
  -20% | -0.5% | 5% | -17%[10.9 µM]
(61) Cc1ccc(CNC(=O)Cn2cc3c(n2)-c2c(oc(C(=O)N4CCOCC4)c2C)CC3)cc1
  -8% | -1.2% | -9% | -24%[10.9 µM]
(62) Cc1ccc(C)c(NC(=S)N2CCCCCC2)c1
  11% | nt | 16% | nt
(63) COCCNc1ncnc2ccc(-c3cccnc3)cc12
  -18% | -4.0%[11.4 µM] | 1% | 2%
(64) Cc1ccc2cc(C#N)c(SCC(=O)NCC3CCCO3)nc2c1 (configuration not stated)
  -6% | -1.8% | 9% | -4%
(65) Cc1cnc(C(=O)OCC(=O)Nc2cc(Cl)cc(Cl)c2)cn1
  -4% | 0.3% | -1% | 1%
(66) CCN(CC)CCCNC(=O)c1nn(-c2ccc(OC)cc2OC)c(=O)c2ccccc12
  1% | 0.6% | 6% | -10%
(67) CC(C)(C)n1ncc2c(=O)n(CC(=O)NCCc3ccccc3)cnc21
  -13% | -0.2% | 10% | -5%
(68) CCC1CCCCN1C(=O)Cn1c(=O)n(CCC(=O)NCc2ccco2)c(=O)c2sccc21 (configuration not stated)
  1% | 0.1% | -6% | -9%
(69) COc1ccc(CCNc2nc3c(c(=O)n(C)c(=O)n3C)n2Cc2ccccc2Cl)cc1OC
  -2% | ? | 2% | -8%[10.9 µM]
(70) CCN1CCN(S(=O)(=O)c2cc(OCC(=O)NC3CCCCC3)c(C)cc2Cl)CC1
  12% | ? | 14% | -20%
(71) CCc1cccc(C)c1NC(=O)CSc1nnc(-c2ccco2)n1N
  14% | -0.7% | 3% | 3%
(72) O=C(CSc1nccc(=O)[nH]1)Nc1ccc(F)c(Cl)c1
  12% | 9.2% | 4% | 11%
(73) C[C@H](O)[C@@H]1C(=O)N2C(C(=O)O)=C(SCCN=CN)C[C@@H]12
  22%[20.6 µM] | 0.0%[25.6 µM] | 0%[20.6 µM] | -11%[16.8 µM]
(74) Cc1cccc(NC(=O)C2CCN(S(=O)(=O)c3c(C)nn(C)c3C)CC2)n1
  10% | 5.2% | -7% | -12%
(75) CSc1cccc(NC(=O)CCCOc2ccc(Cl)cc2C)c1
  -14% | nt | 16% | nt
(76) COc1ccc(N2C(=O)CSC23CCCCC3)cc1
  7% | -3.0% | 5% | -13%
(77) Cc1cc(NC(=O)CSc2n[nH]c(CC(C)C)n2)no1
  -8% | -0.2% | -6% | -2%
(78) CC(=O)c1sc2nc(-c3cccs3)cc(C(F)(F)F)c2c1N
  2% | -0.6% | -6% | -3%
(79) O=C1c2ccccc2C(O)N1Cc1ccco1 (configuration not stated)
  10% | -0.5% | -1% | -5%
(80) O=C(O)c1ccc(S(=O)(=O)c2ccc3c(c2)C(=O)N(Cc2ccco2)C3=O)cc1
  -4% | 2.0% | -1% | -2%
(81) O=C(CSc1nnnn1-c1ccc(Cl)cc1)N1CCc2ccccc2C1
  -5% | ? | 1% | -1%
(82) CS(=O)(=O)N(CC(=O)N1CCN(c2cccc(Cl)c2)CC1)c1cccc(F)c1
  -2% | 2.4% | 1% | -14%
(83) CCOC(=O)c1c(S(=O)(=O)NCC(=O)Nc2cccc(SC)c2)c(C)n(C)c1C
  -27% | -2.6% | -1% | -14%[10.9 µM]
(84) COC(=O)c1ccccc1N(C)S(C)(=O)=O
  5% | 4.0% | 12% | -18%
